High-throughput results: PubChem, National Center for Advancing Translational Sciences (NCATS)
mIDH1 inhibitor – inhibitors of human mutant IDH1 R132H; Potency, µM (titrated, usually from 76.6 µM), inactives show top-dose activity change, negative = inhibition, actives largely listed as inhibitors; 0.093% of 390,000 active; IDH1-R132H enzyme, NADPH consumption, diaphorase/resazurin fluorescence; further: potency means the concentration at half of the fitted maximal effect; on the % scale 0 is the no-effect control and ±100 the full control effect; nearly all actives have a fitted effect of over 65% in size
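IDH1-R132H (0.5 ug/mL) preincubated 30 min with compound, then NADPH (0.016 mM) and alpha-KG (2 mM) added; 80 min at RT, pH 7.5. Remaining NADPH coupled via diaphorase/resazurin to fluorescence (540/590 nm); concentration-response curves normalized to no-enzyme control.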
PI4K2A inh – inhibitors of human PI4K2A. 0.13% of 420,000 active. purified PI4K2A, ADP-Glo luminescence, 1 h; hits give low values. activity change, negative = inhibition, % at 76.9 µM. AID 1346378; in the data active means activity change below about -50%; inconclusive means mostly about -30% to -49%;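 further: -100% = wells without enzyme as full effect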
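PI4K2A activity was measured by ADP-Glo luminescence: enzyme (4 ug/mL stock) and phosphatidylinositol (1.2 mM stock) in Tris pH 7.5/MgCl2/EGTA/Triton X-100 buffer were reacted with ATP (300 microM stock) for one hour at ambient temperature.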
TrxR1 substrate – substrates of rat thioredoxin reductase 1; Potency, µM (series often up to 114 µM), for the others: top-dose activity change, negative = substrate turnover; AID 588456; 0.01% of 390,000 active; purified TrxR1 substrate turnover, NADPH consumption readout; further: potency means the concentration at half of the fitted maximal effect; on the % scale 0 is the no-effect control and ±100 the full control effect; nearly all actives have a fitted effect of over 50% in size
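Rat TrxR1, dispensed at 90 nM, was prereduced with 400 uM NADPH (final) for 5 min at ~22 deg C, then incubated with compound 15 min before 400 uM selenite. A first-read NADPH fluorescence drop versus no-compound background flagged substrates.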
D2 ag – activates the human D2 dopamine receptor | P14416 | HEK293 T-REx D2 cells, calcium flux agonist mode | activation, % at 2 µM | 0.53% of 340,000 active | AID 485358;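 active means activation over 3 SD above normal in the single-dose calcium agonist read, cut at about 30% in these data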; further: 0% is about no effect
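Calcium-flux readout, 1 cycle/sec over 180 s following compound pin transfer, in inducible HEK293 Trex D2 cells (force-coupled); dopamine controls included. Positive calcium responses during this window marked compounds as potential agonists.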
D2 antagonist – antagonists of human D2 dopamine receptor; 2% of 340,000 active; AID 485344; HEK293 TREx D2 cells, calcium flux, dopamine EC80; inhibition, % at 10 µM; in the data active means inhibition above about 30%; further: 0% is about no effect
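Dopamine at EC80 is the agonist stimulus; test compounds precede it by 180 s. Calcium flux read kinetically in a force-coupled, inducible HEK293 T-REx D2 cell line.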
TRHR agonist – agonists of human TRH receptor. P34981. TRHR cells, calcium flux fluo-8, FDSS agonist mode. activation, % at 2 µM. 0.18% of 360,000 active. AID 493084; in the data active means activation above about 30%; further: 0% is about no effect
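Agonist-mode FDSS calcium read (Ex 480/Em 530, 1 s cycles) in 1536-well TRHR cells with fluo-8 dye, after 10-cycle baseline and 23 nL compound addition; TRH at EC20 (10 nM final) added afterwards for the enhancer phase.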
USP1-UAF1 inh – blocks the human USP1/UAF1 deubiquitinase complex | O94782 | recombinant USP1/UAF1, Ub-Rhodamine cleavage fluorescence | Potency, µM (titrated, usually from 57.1 µM), without a hit: at the top dose activity change, negative = inhibition, hits mostly inhibitors | 0.23% of 390,000 active; further: potency means the concentration at half of the fitted maximal effect; on the % scale 0 is the no-effect control and ±100 the full control effect; nearly all actives have a fitted effect of over 60% in size; inactives centre near -12
Target sequence (O94782 whole entry, looked up): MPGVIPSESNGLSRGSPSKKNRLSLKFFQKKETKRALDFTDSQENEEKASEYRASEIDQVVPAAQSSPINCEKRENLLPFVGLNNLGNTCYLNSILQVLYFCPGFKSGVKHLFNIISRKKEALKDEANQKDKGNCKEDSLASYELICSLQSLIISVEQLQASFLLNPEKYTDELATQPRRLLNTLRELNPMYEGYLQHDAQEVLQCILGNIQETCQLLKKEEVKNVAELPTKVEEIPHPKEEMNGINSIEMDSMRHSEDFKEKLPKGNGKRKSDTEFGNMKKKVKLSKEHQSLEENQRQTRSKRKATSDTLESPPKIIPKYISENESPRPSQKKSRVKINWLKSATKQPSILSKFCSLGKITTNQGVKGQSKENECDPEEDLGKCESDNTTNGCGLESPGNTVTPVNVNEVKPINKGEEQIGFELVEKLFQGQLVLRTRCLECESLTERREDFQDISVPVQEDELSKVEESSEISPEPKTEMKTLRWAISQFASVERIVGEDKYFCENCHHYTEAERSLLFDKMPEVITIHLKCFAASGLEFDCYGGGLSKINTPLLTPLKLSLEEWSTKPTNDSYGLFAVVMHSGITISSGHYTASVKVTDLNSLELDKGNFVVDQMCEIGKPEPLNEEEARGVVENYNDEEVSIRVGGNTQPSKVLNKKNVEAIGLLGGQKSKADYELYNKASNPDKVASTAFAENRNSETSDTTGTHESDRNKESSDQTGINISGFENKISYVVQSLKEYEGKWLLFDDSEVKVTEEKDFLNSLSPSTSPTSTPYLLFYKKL
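USP1/UAF1 complex (1 nM) preincubated 15 min at room temperature with compound, then Ub-Rho substrate (150 nM final) added. Kinetic fluorescence at 480/540 nm over 6 reads at 60 s intervals; 50 mM HEPES pH 7.8, 0.5 mM EDTA, 0.1 mg/ml BSA, 1 mM TCEP, 0.01% Tween-20.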
TRHR enhancer – allosterically enhances the human TRH receptor. enhancement, % at 2 µM. 0.66% of 360,000 active. TRHR cells, fluo-8 calcium fluorescence, EC20 TRH enhancement; in the data active means enhancement above about 30%; further: 0% is about no effect
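TRHR-expressing cells loaded with fluo-8 calcium dye were read kinetically (ex 480/em 530) during compound addition, then stimulated with an EC20 of TRH (10 nM final). Enhancement of the Gq-mediated intracellular calcium response was scored.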
TrxR1 inh – inhibitors of rat thioredoxin reductase 1; O89049; recombinant rTrxR1, NADPH fluorescence consumption, selenite substrate; Potency, µM (doses to about 114 µM), without a hit: top-dose activity change, negative = inhibition, hits mostly inhibitors; 1% of 390,000 active; further: potency means the concentration at half of the fitted maximal effect; on the % scale 0 is the no-effect control and ±100 the full control effect; nearly all actives have a fitted effect of over 65% in size
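Rat TrxR1 (90 nM in the dispensed reagent) was pre-reduced with 400 uM NADPH for 5 min at room temperature, then incubated with compound for 15 min. After 400 uM selenite was added, NADPH fluorescence (Ex 340/Em 450 nm) was followed for 8 min.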
* marks the source's active call; other numbers are inactive results; ? = inconclusive; nt = no result given; & = joins results of further samples; [ ] = dose if it differs, or a comment. Unless noted, the call rests on the fitted dose curve; in most records, active means well fitted inhibition curve with a large enough effect; inconclusive means small, poorly fitted or top-dose-only effect; inactive means no such curve, though single readings can be large or run the other way.

Start of the listing, in advance (two entries):
SMILES	mIDH1 inhibitor	PI4K2A inh	TrxR1 substrate	D2 ag	D2 antagonist	TRHR agonist	USP1-UAF1 inh	TRHR enhancer	TrxR1 inh
CCC1CCCCN1CCCNC(=O)Cn1cnc2sc(C)c(S(=O)(=O)N3CC(C)CC(C)C3)c2c1=O (stereo not given)	3%	3	5%	-0.1	-24	-0.7	-9%	1	12%
CCCc1nc(S(=O)(=O)Cc2ccc(Cl)cc2Cl)n[nH]1	14%	3	3%	0.0	1	1.0	0%	1	-6%

Main list, from the first entry:
SMILES	mIDH1 inhibitor	PI4K2A inh	TrxR1 substrate	D2 ag	D2 antagonist	TRHR agonist	USP1-UAF1 inh	TRHR enhancer	TrxR1 inh
CCC1CCCCN1CCCNC(=O)Cn1cnc2sc(C)c(S(=O)(=O)N3CC(C)CC(C)C3)c2c1=O (stereo not given)	3%	3	5%	-0.1	-24	-0.7	-9%	1	12%
CCCc1nc(S(=O)(=O)Cc2ccc(Cl)cc2Cl)n[nH]1	14%	3	3%	0.0	1	1.0	0%	1	-6%
Cc1ccc(NC(=O)CC2COc3ccccc3O2)cc1 (stereo not given)	0%	-2	-10%	-1.0	-19	-1.1	-8%	-2	-7%
CCOc1cc(C(=S)N2CCCCC2)ccc1OS(=O)(=O)c1ccc(Cl)cc1	0%	5	3%	0.7	-12	0.3	-2%	-2	32%
COc1ccc(NC(=O)c2coc3ccccc23)cc1OC	10%	1	5%[57.1 µM]	0.2	-3	-0.4	-13%	4	9%[57.1 µM]
CCOC(=O)C1CCN(c2ccc(-c3cccs3)nn2)CC1	-5%	-69*	-4%	0.7	5	-0.2	-7%	-6	-15%
Cn1c(=O)c2c(SCC(=O)NCC3CCCO3)nc(-c3cccc(F)c3)nc2n(C)c1=O (stereo not given)	-13%	1	-2%[57.1 µM]	0.5	nt	0.0	?	-1	17%[57.1 µM]
COc1ccccc1Nc1ccc(C(=O)NC2CCCCC2)cn1	-1%	0	5%[57.1 µM]	nt	nt	-1.0	7%	-3	-4%
CCOc1ccc(NC(=O)Cn2nnc(C(=O)NCc3ccco3)c2N)cc1	-1%	2	-4%	0.0	-16	0.1	-14%	2	7%
CCOC(=O)C1(CCCc2ccccc2)CCN(C(=O)COC)CC1	10%	3	5%	0.0	-3	0.7	-17%	3	18%
CSc1ccc(CN(C)CC(=O)NCc2ccccc2)cc1	4%	-4	5%[57.1 µM]	-0.7	6	2.1	-13%	-1	24%[57.1 µM]
CC1CC(C)CN(S(=O)(=O)c2cc(C(=O)O)c(Cl)s2)C1 (stereo not given)	-7%	-3	0%[57.1 µM]	0.0	1	0.4	-12%	0	3%[57.1 µM]
Cc1nn(-c2cccc(C(F)(F)F)c2)c(Cl)c1/C=N/n1cnnc1	5%	6	-7%	0.1	-2	-1.8	-18%	8	-7%
Cc1ccccc1-c1ccc(Nc2ccc(C(=O)N3CCOCC3)cc2)nn1	-6%	4	-3%	-0.4	-6	0.1	-16%	0	-1%
COCCNC(=O)Cn1c(=O)n(Cc2ccc(C(=O)NCCc3ccc(OC)c(OC)c3)cc2)c(=O)c2ccccc21	5%&-1%	0&-1	6%&2%	-0.1&0.5	-26	0.0&-1.5	-21%&-4%	0&-3	10%&0%
O=C(NCc1ccco1)c1c(F)c(F)c(F)c(C(=O)NCc2ccco2)c1F	8%	-1	-2%[57.1 µM]	0.6	-15	0.3	?	-6	-13%[57.1 µM]
O=c1oc2ccccc2c2c1nc(C(F)(F)F)n2-c1ccccc1	1%	3	4%	0.3	5	-1.4	-2%	0	3%
CC(C)(C)NC(=O)C(c1ccncc1)N(C(=O)CNC(=O)c1ccco1)c1ccc2c(c1)OCO2 (stereo not given)	18%	-4	-1%	-0.2	-7	-0.1	-9%	7	-4%
COc1ccc(N2CCN(C(=O)c3cc(C4CC4)nn3-c3ccccc3)CC2)cc1	-7%	2	-3%	-0.8	-7	-0.5	-12%	8	30%[activator]
CCCCn1c(SCC(=O)c2ccc3c(c2)OCCO3)nnc1-c1ccoc1C	5%	5	-7%	-0.1	-13	-1.0	0%	-5	-24%
O=C(Nc1ccc2c(c1)nc1n2CCCCC1)c1cc(S(=O)(=O)N2CCOCC2)ccc1Cl	4%	-3	-3%	-0.1	3	-0.3	-3%	4	3%
COC(=O)c1ccccc1-n1cccc1C(=O)NP(=O)(N1CCOCC1)N1CCOCC1	9%	-2	6%	2.6	-7	0.2	-6%	-5	3%[57.1 µM]
CCN(CC)C(=O)COc1ccc(/C=N/NC(=O)c2cc(-c3ccccc3OC)nc3ccccc23)cc1OC	8%	1	0%[57.1 µM]	nt	nt	nt	-15%	nt	14%[57.1 µM]
C=CCN=c1scc(-c2ccccc2)n1/N=C/c1ccccn1	14%&20%	-5&1	-2%&-1%	0.9	-3	0.4	-13%&-21%	11	7%&11%
COc1ccccc1NC(=O)c1ccc(C(=O)c2ccccc2)o1	-2%	0	-11%	-1.9	-23	-0.8	-20%	-3	2%
COc1ccc(C#Cc2ccc3c(=O)c4ccccc4n(C)c3c2)cc1	-3%	-3	25%[57.1 µM]	-0.2	2	0.5	8%	-5	?
CCCCn1c(N)c(N(CCC(C)C)C(=O)COC(=O)Cc2ccc(Cl)cc2)c(=O)[nH]c1=O	-7%	1	1%	nt	nt	nt	-16%	nt	8%
Cc1ccc(C(=O)NCc2ccco2)cc1S(=O)(=O)Nc1cccc(Cl)c1	-2%	-10	-12%	1.1	9	-1.2	-9%	-1	?
CCc1nc2sc3c(N4CCCCC4)ncnc3c2c2c1CCCC2	-7%	-3	5%	nt	nt	-0.3	-21%	17	4%
COCc1cc(NCc2ccc(Cl)cc2)nc(C)n1	-12%	-14	0%	-1.1	7	-1.6	-16%	9	11%
CN(CCC#N)C(=O)COC(=O)c1ccc2c(c1)C(=O)N(C1CCCCC1)C2=O	0%	-3	7%	0.5	-18	-2.7	-15%	16	18%
CC1CC2C3CCC4=CC(=O)CCC4(C)C3CCC2(C)C1(O)C(=O)CO (stereo not given)	7%	2	10%	nt	nt	nt	-12%	nt	15%
CCOC(=O)[C@H]1[C@H]2COc3ccc(OC)cc3[C@@H]2N2C(=O)CN(Cc3ccc(F)cc3)C(=O)[C@@]12C	-9%	76	-3%	0.7	-7	-0.3	-20%	-2	2%
CN(Cc1nc(-c2ccc(Cl)cc2)no1)C(=O)c1ccc2c(c1)OCO2	6%	0	4%	nt	nt	-0.2	-19%	0	22%
CCOC(=O)c1c(C)[nH]c(C)c1C(=O)COC(=O)c1cc(OC)cc(OC)c1	4%	1	-9%	-0.7	3	-0.8	-12%	-3	12%[11.4 µM]
COc1ccc(CN2CN(C3CCCC3)CSC2=S)cc1	20%	35	-9%	0.8	-4	-0.9	?	-7	4%[57.1 µM]
CC(C)(C)[C@H]1CCC(=O)N([C@H](CSc2ccccc2)Cc2ccccc2)CC1	4%	-1	8%&-1%	-1.8	5	1.2	-31%	-10	49%&29%[activator]
O=C(Cn1c(=O)[nH]c2ccsc2c1=O)NC1CCCCCC1	12%	4	10%	0.1	-11	0.3	-7%	-3	22%
Cc1ccc(S(=O)(=O)/N=C2/NC(=O)/C(=C/c3cc([N+](=O)[O-])ccc3O)S2)cc1	-8%	-3	-21%	-0.8	0	0.3	28µM*	20	-23%
CCOC(=O)c1cc2c(=O)n3ccccc3nc2n(CC2CCCO2)c1=NC(=O)c1ccc(C(C)(C)C)cc1 (stereo not given)	14%	-4	16%	0.6	nt	0.1	-22%	0	7%
CCCCC1(C(=O)OCC)NC(c2ccc(O)cc2)C2C(=O)N(c3ccccc3)C(=O)C21 (stereo not given)	3%	5	1%	1.3	14	1.9	-1%	5	12%
O=C(CCNC(=O)c1ccccc1Cl)NCCC1=CCCCC1	-1%	5	3%	0.5	-1	0.1	-20%	-6	16%
Cc1ccc(SCCC(=O)Nc2c(C)n(C)n(-c3ccccc3)c2=O)cc1	-3%	8	0%[57.1 µM]	-0.2	6	-0.6	-8%	-5	20%[57.1 µM]
O=c1[nH]cnc2c1C(c1ccccc1)c1c(nc[nH]c1=O)O2	-5%	-7	7%	-0.8	16	0.0	7%	6	11%
CNC(=O)CN(C)S(=O)(=O)c1ccc(OC)c(Cl)c1	2%	-4	5%[57.1 µM]	nt	nt	-0.3	1%	75*	-2%
Cc1ccc(C)c(OCC(=O)NC(Cc2c[nH]c3ccccc23)C(=O)O)c1 (stereo not given)	2%	3	6%	1.3	8	0.3	-14%	3	28%
COc1ccc2c(c1)CCc1cnoc1-2	4%	-2	3%	nt	nt	nt	-9%	nt	10%
CCCOc1ccc(OCCOCCN2CCc3ccccc3C2)cc1	1%	6	1%	14	31*	0.0	-12%	-5	13%
CS(=O)(=O)c1ccccc1-c1nnc(NC(=O)CCS(=O)(=O)c2ccc(Cl)cc2)o1	5%	-1	5%	-0.8	-8	0.4	-10%	-5	-19%
Cc1ccc(OCCC(=O)OCC(=O)Nc2ccc(C)c(S(=O)(=O)N3CCOCC3)c2)cc1	4%	0	-10%	nt	nt	nt	0%	nt	-6%
Remaining list, next part
SMILES	mIDH1 inhibitor	PI4K2A inh	TrxR1 substrate	D2 ag	D2 antagonist	TRHR agonist	USP1-UAF1 inh	TRHR enhancer	TrxR1 inh
C=CCNC(=S)/C(=C(\[O-])c1ccc(Cl)cc1)[n+]1ccccc1	-7%	0	-3%	0.3	-4	-0.9	-10%	9	-20%
O=C(Cc1ccccc1)NC(Nc1ccccc1)C(Cl)(Cl)Cl (stereo not given)	4%	4	6%[57.1 µM]	-1.1	11	-0.6	-14%	-5	1%[57.1 µM]
Clc1ccc(-c2cnnc(-c3ccccn3)n2)cc1	2%	1	-2%[57.1 µM]	nt	nt	nt	-10%	nt	1%[57.1 µM]
Cc1cccc(C(=O)NC(=S)NNC(=O)c2ccccc2Cl)c1	7%	2	-8%	31*	25	35*	-20%	-1	?
CN(CC(=O)Nc1c(Cl)cccc1Cl)C(=O)CCC1CCCC1	4%	-1	-7%	nt	nt	-0.7	-7%	-7	-23%
